Assay outcomes (PubChem BioAssay)
MITF act – activators of MITF-driven TRPM1 promoter activity in SK-MEL-5 cells | 300,000 tested, 0.75% active | activation, % at 12.5 µM | SK-MEL-5 TRPM1-promoter luciferase, 24 h; % of positive control, neutral wells = 0 | AID 588334;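 active = mean activation of at least 80% with every replicate also reaching 80%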;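 also: 0% = neutral control wells and 100% = parthenolide positive control wells; values of inactives mirror those of a sister screen read the other way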
PvdQ acylase – P. aeruginosa PvdQ acylase inhibition; purified PvdQ acylase, fluorescence plate reader; inhibition, % at 10 µM; 340,000 tested, 0.063% active; AID 488965; in the data active = inhibition above about 30%, passing the limit was not always enough;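 also: 0% = vehicle neutral wells and 100% = reference inhibitor wells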
SR-BI DiI inh – inhibitors of mouse SR-BI mediated HDL lipid uptake; Q61009; ldlA[mSR-BI] CHO cells, DiI-HDL uptake fluorescence, 3 h; inhibition, % at 12.5 µM; 320,000 tested, 0.96% active;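 active = mean replicate inhibition of at least 70% and a set share of replicates each scoring 70 or more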;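 also: 0% = median of neutral control wells and 100% = median of positive control wells; values of inactives mirror those of a sister screen read the other way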
PfHsp90 set2 – reduces growth (ATP signal) of yeast expressing P. falciparum Hsp90; S. cerevisiae expressing PfHsp90, BacTiter-Glo ATP, 48 h; yeast lacking PDR1 and PDR3 efflux regulators; inhibition, % at 9.4 µM; 310,000 tested, 0.32% active;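 active = every replicate shows inhibition above about 80%, whatever the replicate mean, limit read from the data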;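 also: 0% = DMSO neutral controls and 100% = 20 µM radicicol positive controls; yeast relying on Plasmodium falciparum Hsp90 in place of its own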
dFosB activator – activators of mouse delta FosB homodimer | P13346 | purified delta FosB, TAMRA-CDK5 oligo fluorescence polarization; percent of positive-control signal above neutral wells | activation, % at 25 µM | 340,000 tested, 0.99% active | AID 493131;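 active = mean activation above about 17%, with every replicate also reaching it, limit read from the data, passing the limit was not always enough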;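 also: fluorescence polarization rise as delta FosB binds a TAMRA Cdk5 AP-1 oligo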
Target sequence (P13346 whole entry, looked up): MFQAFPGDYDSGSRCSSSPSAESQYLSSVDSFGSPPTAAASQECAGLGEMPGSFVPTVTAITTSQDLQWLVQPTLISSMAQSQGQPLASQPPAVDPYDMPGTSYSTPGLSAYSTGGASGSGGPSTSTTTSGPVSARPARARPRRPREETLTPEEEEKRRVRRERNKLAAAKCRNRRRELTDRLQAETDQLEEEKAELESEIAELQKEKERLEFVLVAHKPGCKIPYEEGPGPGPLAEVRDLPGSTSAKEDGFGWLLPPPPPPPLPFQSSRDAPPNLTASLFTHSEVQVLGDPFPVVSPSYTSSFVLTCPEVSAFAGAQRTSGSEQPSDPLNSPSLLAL
CAL PDZ FP-1 – CAL PDZ (human) peptide binding inhibition. Q9HD26. purified CAL PDZ, TMR-peptide fluorescence polarization, 1 h. inhibition, % at 24.9 µM. 300,000 tested, 0.92% active. AID 602252;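 active = mean inhibition of at least 30% with at least half of replicates also reaching 30%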;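 also: 0% = DMSO neutral control and 100% = excess unlabeled competitor peptide PRC23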
Rtt109 HAT inh – inhibitors of Candida albicans Rtt109/Vps75 histone acetyltransferase; inhibition, % at 34.9 µM; Q5AAJ8; AID 540336; purified Rtt109/Vps75, ThioGlo CoA-SH fluorescence, 4 h; 330,000 tested, 0.16% active;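 active = inhibition of at least 50% in every replicate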
Target sequence (Q5AAJ8 whole entry, looked up): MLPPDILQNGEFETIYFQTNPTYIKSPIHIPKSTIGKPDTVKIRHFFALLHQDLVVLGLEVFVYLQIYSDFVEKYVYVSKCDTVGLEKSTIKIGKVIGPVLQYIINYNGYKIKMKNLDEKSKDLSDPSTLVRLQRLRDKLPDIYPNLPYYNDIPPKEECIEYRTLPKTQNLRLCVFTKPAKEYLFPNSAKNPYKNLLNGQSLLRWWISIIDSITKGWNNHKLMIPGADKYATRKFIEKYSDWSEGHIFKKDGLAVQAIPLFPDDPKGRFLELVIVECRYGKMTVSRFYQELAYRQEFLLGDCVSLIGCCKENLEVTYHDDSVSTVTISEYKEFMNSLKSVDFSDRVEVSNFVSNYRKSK
CAL PDZ FP-2 – inhibitors of human CAL PDZ peptide binding. Q9HD26. purified CAL PDZ, TMR-peptide fluorescence polarization, 1 h. inhibition, % at 20 µM. 330,000 tested, 0.02% active. AID 504414;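 active = highest replicate inhibition of at least 40%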;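 also: plate controls were DMSO neutral control wells for no effect and unlabeled competitor peptide control wells for full effect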
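System: purified tagged CAL PDZ domain construct (CerCALP). Schedule: 1 h incubation at room temperature before polarization reading. Medium: 25 mM sodium phosphate pH 7.4, 150 mM NaCl, TCEP, IgG, Thesit. Read-out: percent inhibition from loss of millipolarization. Measured by: FP readout, S and P plane fluorescence. Probe or stimulus: fluorescent TMR peptide probe.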
NSD2 inh – NSD2 (human) methyltransferase inhibition; O96028; NSD2 peptide methylation, AlphaScreen, 120 min; inhibition, % at 12.5 µM; 310,000 tested, 0.54% active; in the data active = inhibition above about 50%
SR-BI uptake up – activators of SR-BI mediated HDL lipid uptake. CHO ldlA[mSR-BI] cells, DiI-HDL uptake fluorescence, 3 h; 100 = double the neutral-control signal. activation, % at 12.5 µM. 320,000 tested, 0.096% active;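 active = mean replicate activation of at least 60% and every replicate at or above 60%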;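 also: 0% = median plate neutral-control signal and 100% = twice that signal; values of inactives mirror those of a sister screen read the other way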
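Test system: SR-BI-overexpressing, LDLR-lacking CHO cells; Also added: labelled HDL, 10 µg/mL; Measured by: bottom-read cell fluorescence after medium removal, ex 550/em 595 nm; Timing: 3 h uptake period with compound, 37 °C; Buffer or medium: F12, 0.5% BSA, 25 mM HEPES; Doses: single compound concentration, delivered by pin transfer.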
An asterisk follows results filed as active; . = not tested or not shown.

MITF act,PvdQ acylase,SR-BI DiI inh,PfHsp90 set2,dFosB activator,CAL PDZ FP-1,Rtt109 HAT inh,CAL PDZ FP-2,NSD2 inh,SR-BI uptake up,Structure
-11,12,38,4,-12,-1,3,0.5,-3,-38,COc1ccc(/C=N/n2c(SC)nnc(C(C)(C)C)c2=O)c(OC)c1
13,-5,16,-2,-22,0,-54,-2.4,-6,-16,CN(C)C=Nc1ccc2nn(-c3ccccc3)nc2c1
13,-16,-22,-22,-4,-3,2,-4.9,2,22,Fc1ccc(CN2CCN3CCCC3C2C2CCCCC2)cc1F (stereo unspecified)
4,-8,14,-13,-8,3,1,-0.8,-3,-14,COC(=O)CCC(=O)N1CCCC(C(=O)c2ccc(Cl)cc2C)C1 (stereo unspecified)
7,-15,3,-13,-6,-1,8,-1.2,4,-3,O=C(c1cccc(N2C(=O)C3CC=CCC3C2=O)c1)N1CCN(c2ccccc2)CC1 (stereo unspecified)
8,6,9,-4,6,4,10,-1.1,7,-9,CCc1sc(C(=O)NCc2ccco2)cc1Br
-6,-9,-5,-11,1,3,-7,-0.4,.,5,O=[N+]([O-])c1cccnc1-n1cnc2ccccc21
13,1,-45,-1,-16,2,-1,-1.8,-2,45,Cc1nn(-c2ccccc2)c2c1C(=O)N(c1ccccc1)C(=O)C(C)(C)C2
9,-11,-1,12,-6,6,0,-0.2,-1,1,COc1ccc(CN(CCN2CCOCC2)C(=O)c2c(F)cccc2F)cc1OC
10,-7,.,10,-5,1,10,-1.9,.,.,CC(=O)Nc1ccc(-c2csc(NC(=O)C3CC(=O)N(c4ccc5c(c4)OCCO5)C3)n2)cc1 (stereo unspecified)
21,-13,-21,-17,0,.,-5,-1.4,-2,21,COC(=O)C(C)n1cnc2c(nnn2-c2ccc(OC)cc2)c1=O (stereo unspecified)
-16,-6,49,1,-15,-5,5,-4.4,0,-49,CCOc1ccc(NC(=O)CN(C)C(=O)Cc2c(C)nc3ccccc3c2C)cc1OCC
-3,-31,-8,-1,-13,-24,-15,0.0,3,8,Cc1ccc(NC(=O)CN2C(=O)COc3ccc(S(=O)(=O)N4CCOCC4)cc32)cc1F
7,-2,18,-17,-11,0,8,-1.7,2,-18,Cc1ccc2nc(NC(=O)C3CSC4(C)CCC(=O)N34)sc2c1 (stereo unspecified)
13,-3,-22,-22,-7,-1,0,-3.6,0,22,O=C(O)CC1S/C(=N/N=C/c2ccc(Br)cc2)N(c2ccccc2)C1=O (stereo unspecified)
-11,-8,-30,6,0,-2,1,-1.3,0,30,CC(=O)Nc1cccc(NS(=O)(=O)Cc2ccc(Cl)cc2)c1
4,1,-29,2,-10,0,9,-0.7,-9,29,Cn1c(N)c(C(=O)COC(=O)C2CCN(S(=O)(=O)c3cccs3)CC2)c(=O)n(C)c1=O
49,-10,4,11,-19,-4,-2,-0.9,1,-4,Fc1cccc(-c2ncc(-c3ccccc3)o2)c1
-2,-9,9,0,-2,-4,-10,-0.2,-1,-9,Cc1cc(C(=O)OCC(=O)NCCc2ccc(S(N)(=O)=O)cc2)c2ccccc2n1
-5,-1,-26,59,1,1,2,-2.2,-1,26,CCC(Sc1nc(N)cc(N)n1)C(=O)O (stereo unspecified)
12,-2,-2,-5,6,-2,-3,-1.4,-1,2,Cc1c(NC(=S)NC(=O)COc2ccccc2)c(=O)n(-c2ccccc2)n1C
-31,-8,15,-9,4,-1,-9,-0.1,-3,-15,CCOc1cccc2cc(-c3nnc(NCc4ccc5c(c4)OCO5)s3)c(=O)oc12
-12,-8,-10,3,-12,-2,-3,-2.1,0,10,COc1ccc(NC(=O)CCNC(=O)c2ccc([N+](=O)[O-])cc2)cc1S(=O)(=O)N1CCOCC1
-21,-1,7,1,-3,3,-5,0.5,6,-7,O=C1c2ccccc2C(=O)c2c1ccc1c(=O)n(-c3ccccc3)[nH]c21
15,7,-9,7,3,7,5,0.3,-4,9,CSc1ncccc1C(=O)Nc1ccc(OC(F)(F)F)cc1
.,7,3,.,-9,-1,6,.,0,-3,CCOC(=O)C1CCCN(CC(=O)Nc2c(C(=O)OC)[nH]c3ccccc23)C1 (stereo unspecified)
0,-11,-15,.,1,.,-5,-2.0,-1,15,O=C(c1ccc2c(c1)OCO2)N1CCN(C(=O)c2ccco2)CC1
.,-3,-19,-11,-1,-1,7,-1.3,41,19,CC(C)C1(C)C(=O)N=C2c3ccccc3C(=O)N21 (stereo unspecified)
26,15,24,10,-4,-2,-1,0.2,-1,-24,Cc1ccc(C(=O)N/N=C\c2c(C)nn(-c3ccccc3)c2Cl)cn1
-3,-8,53,.,-15,2,0,-0.2,.,.,COc1ccc(C(=O)Nc2cccc(S(=O)(=O)N(C)C)c2)cc1S(=O)(=O)N1CCOCC1
.,10,-2,.,-10,-3,7,0.0,-2,2,CCN(CC)S(=O)(=O)c1cccc(C(=O)Oc2cccnc2)c1
-5,-26,15,-4,-12,-23,-5,-1.5,6,-15,CC(=O)CCc1oc2c([N+](=O)[O-])cccc2c1-c1ccc(C)o1
-7,-8,-15,4,-5,-3,2,-0.9,-1,15,Cc1c(NC(=O)C2CC=CCC2C(=O)O)c(=O)n(-c2ccccc2)n1C (stereo unspecified)
.,2,-29,.,2,-2,.,-1.4,1,29,O=C(Cn1nc(C(F)(F)F)c2c1CCCC2)NCCN1CCOCC1
.,-1,-7,2,-3,.,0,-1.3,.,7,CCC(Sc1nc2c(cnn2-c2ccccc2)c(=O)[nH]1)C(=O)OC (stereo unspecified)
-8,-23,-16,-1,0,-1,-32,-0.9,.,16,CC1=CC(c2ccccc2)n2nc(N3C(=O)CCC3=O)nc2N1 (stereo unspecified)
6,-1,4,6,0,-11,-3,-2.1,-3,-4,CCOc1ccc(NC(=O)CCNC(=O)Cn2cnc3ccccc3c2=O)cc1
-10,-5,-7,31,1,6,-2,0.1,-1,7,O=C(NCc1ccccn1)C(=O)N/N=C/c1ccccc1O
-8,-12,6,1,-9,-1,0,0.1,.,-6,C=CC[C@@H](CC(=O)N(CCO)Cc1ccccc1)C(=O)NCCOC(=O)[C@H](CC=C)CC(=O)OC(C)(C)C
-9,-1,1,8,8,.,-6,-0.9,.,-1,CCCCNC(=O)Cn1c(=O)oc2cc(S(=O)(=O)N3CC(C)CC(C)C3)ccc21 (stereo unspecified)
7,-5,8,-15,5,-2,7,0.3,-1,-8,O=[N+]([O-])c1cccc(S(=O)(=O)NCCCn2ccnc2)c1
11,3,8,-3,-1,1,0,-2.7,-4,-8,CCOC(=O)CN(Cc1sccc1C)C(=O)Nc1ccc(OCC)cc1
10,-17,-16,-3,-2,-1,0,-1.6,.,16,CC(C)(C)OC(=O)N1CCC(C(=O)Nc2cccc(C(=O)N3CCOCC3)c2)CC1
0,4,-28,15,-7,-6,-15,-0.7,-2,28,COCCn1nnnc1CN1CCC(Cc2ccccc2)CC1
23,4,-1,.,6,-4,-1,-2.3,-6,1,Nc1cc(=O)[nH]c(SCC(=O)NNC(=O)c2ccccc2)n1
23,8,.,-12,-11,4,-2,0.6,.,.,Cc1cc(C(=O)N/N=C2\CC(=O)c3ccccc32)c(C)n1-c1ccc(F)cc1
-7,-15,10,.,-6,0,7,0.7,.,-10,Cn1ccc2cc(-c3csc(N4CCC(C(N)=O)CC4)n3)ccc21
-1,-12,4,22,-2,0,1,-0.3,-6,-4,CC(SC(C)C(=O)NN=Cc1ccc(F)cc1)C(=O)NN=Cc1ccc(F)cc1 (stereo unspecified)
13,-16,22,-28,-1,.,4,-0.1,0,-22,CCCOc1cccc(C(=O)NC(=S)Nc2ccc(N3CCN(C)CC3)cc2)c1
13,-10,11,-5,-3,-4,0,-1.8,0,-11,CC(C)C(=O)NC(=S)Nc1ccccc1F
-3,-8,1,0,-6,-4,0,-1.8,.,-1,COc1ccc(S(=O)(=O)N2CCOCC2)cc1NC(=O)CCNC(=O)c1ccc(Cl)cc1
-12,-1,-14,2,3,-3,-3,-0.7,.,14,CCCN1CC(O)=C(C#N)C1=O
-2,-5,0,7,3,-2,0,-3.8,1,0,COc1ccc(N(C(=O)CS(=O)CC(=O)Nc2ccc(F)cc2)C(C(=O)NC2CCCCC2)c2cccs2)cc1 (stereo unspecified)
9,-13,.,1,44*,7,-1,-3.1,0,.,COc1ccc(C(=O)Nc2ccccc2-c2nnn(CC(N)=O)n2)cc1
-3,-17,7,-25,-9,-3,-4,-0.6,1,-7,C=CCn1c(SCC(=O)c2ccc(CNC(C)=O)o2)nc2ccccc2c1=O
6,4,-4,-21,-2,-3,-5,-1.0,2,4,O=C1/C(=C/c2cccc([N+](=O)[O-])c2)CCc2ccccc21
-3,-3,11,-6,-6,-2,22,-2.1,-3,-11,CC(C(=O)NCc1ccc(F)cc1)n1ccc2cc(S(=O)(=O)N3CCCC3)ccc21 (stereo unspecified)
-9,-14,21,21,2,-1,3,0.4,0,-21,Cc1cccc(C)c1NC(=S)NC1CCCCC1
11,-4,1,-3,6,5,-1,-0.6,.,-1,CSc1nc2ccc3nc(NC(=O)c4ccc(Cl)s4)sc3c2s1
1,3,-25,15,0,-23,-5,-1.9,1,25,COC(=O)c1cn(Cc2c(C)cc(C)cc2C)nn1

Some of these compounds in order of molar mass, descending.
MITF act,PvdQ acylase,SR-BI DiI inh,PfHsp90 set2,dFosB activator,CAL PDZ FP-1,Rtt109 HAT inh,CAL PDZ FP-2,NSD2 inh,SR-BI uptake up,Structure
-12,-8,-10,3,-12,-2,-3,-2.1,0,10,COc1ccc(NC(=O)CCNC(=O)c2ccc([N+](=O)[O-])cc2)cc1S(=O)(=O)N1CCOCC1
-3,-3,11,-6,-6,-2,22,-2.1,-3,-11,CC(C(=O)NCc1ccc(F)cc1)n1ccc2cc(S(=O)(=O)N3CCCC3)ccc21 (stereo unspecified)
9,-11,-1,12,-6,6,0,-0.2,-1,1,COc1ccc(CN(CCN2CCOCC2)C(=O)c2c(F)cccc2F)cc1OC

The listing continues.
MITF act,PvdQ acylase,SR-BI DiI inh,PfHsp90 set2,dFosB activator,CAL PDZ FP-1,Rtt109 HAT inh,CAL PDZ FP-2,NSD2 inh,SR-BI uptake up,Structure
1,-17,.,-1,-3,.,-2,-0.1,2,.,Cc1ccc(C)c(CN2C(=O)CSc3ccc(C(=O)NCC(C)CN4CCC(C)CC4)cc32)c1 (stereo unspecified)
8,-14,41,17,-9,-2,-2,-2.8,-1,-41,Cc1ccc(Cl)cc1NC(=O)c1cccc(OC(F)F)c1
3,3,8,9,-3,.,-3,-0.3,2,-8,CCCn1nnc(NCc2ccc(OCc3cccs3)c(OC)c2)n1
38,10,15,-7,-1,5,0,-0.7,3,-15,S=C(NCCc1ccccc1)Nc1ccc(Br)cc1
54,-15,-2,7,-5,0,.,-1.7,0,2,CC1CCCC(C)N1C(=O)CSc1nnc(-c2cccs2)o1 (stereo unspecified)
14,-10,-8,14,1,-9,-1,0.8,5,8,Cc1cccc(C)c1NC(=O)N1C2CCC1CC(O)(c1cccnc1)C2 (stereo unspecified)

No enrichment for hits; about 4.3% have a hit in one of these screens.
